# Screens deposited in PubChem by PCMD.
# FXIa inh: human FXIa protease inhibitors, primary screen, biochemical, single compound per well | actives 0.3% (n = 33,000) | Coagulation factor XI (Homo sapiens), P03951 | purified human FXIa, fluorogenic AMC substrate cleavage | inhibition, % at 10 µM;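 active = inhibition above 40% in the primary screen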;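 also: 0% = enzyme without compound and 100% = blank wells lacking enzyme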
# Target sequence (P03951 19-387 limits assumed): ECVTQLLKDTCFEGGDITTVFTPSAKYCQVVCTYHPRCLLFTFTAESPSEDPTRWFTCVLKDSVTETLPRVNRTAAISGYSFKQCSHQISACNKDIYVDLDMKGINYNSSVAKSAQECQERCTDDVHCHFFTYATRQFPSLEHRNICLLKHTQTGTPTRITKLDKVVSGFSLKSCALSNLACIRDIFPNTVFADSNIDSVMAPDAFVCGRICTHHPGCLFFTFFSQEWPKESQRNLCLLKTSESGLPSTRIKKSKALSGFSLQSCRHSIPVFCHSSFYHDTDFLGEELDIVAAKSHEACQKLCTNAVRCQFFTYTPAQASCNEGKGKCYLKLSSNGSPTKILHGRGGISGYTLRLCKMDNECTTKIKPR
# Target sequence (P03951 388-625 limits assumed): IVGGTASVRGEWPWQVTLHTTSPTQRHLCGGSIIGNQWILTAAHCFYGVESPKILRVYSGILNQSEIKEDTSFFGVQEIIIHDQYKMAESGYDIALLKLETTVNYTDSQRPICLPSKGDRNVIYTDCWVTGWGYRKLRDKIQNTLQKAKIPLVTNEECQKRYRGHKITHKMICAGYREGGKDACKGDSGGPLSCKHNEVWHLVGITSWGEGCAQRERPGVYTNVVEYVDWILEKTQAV
# FXIIa inh: human FXIIa protease inhibitors, primary screen, biochemical, single well; Coagulation factor XII (Homo sapiens), P00748; purified human FXIIa, AMC substrate fluorescence, 2 h; inhibition, % at 10 µM; actives 0.2% (n = 33,000); AID 701, 2007; in the data active = inhibition above about 30%;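 also: 0% = enzyme with vehicle only and 100% = no enzyme blank; many of its hits are not listed in these tables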
# Active calls of the source: *. This is a subset (hit frequency here may not be typical).
# Preview, two compounds:
# Every second line gives: FXIa inh, FXIIa inh
1. Cc1ccc(S(=O)(=O)N2C(=O)CCC2C(=O)Nn2cnnc2)cc1 (configuration not stated)
    9, 5
2. CCn1c(C(C#N)/C(=N\S(=O)(=O)c2cccs2)c2ccccc2)nc2ccccc21 (configuration not stated)
    8, 3

# The listing, previewed entries included:
# Every second line gives: FXIa inh, FXIIa inh
1. Cc1ccc(S(=O)(=O)N2C(=O)CCC2C(=O)Nn2cnnc2)cc1 (configuration not stated)
    9, 5
2. CCn1c(C(C#N)/C(=N\S(=O)(=O)c2cccs2)c2ccccc2)nc2ccccc21 (configuration not stated)
    8, 3
3. CCSc1nnc(-c2cccnc2)n1-c1ccc(Cl)c(C)c1
    -2, -5
4. COC(=O)c1c(NC(=O)c2nc3ncccn3n2)sc(C(=O)N(C)C)c1C
    4, 9
5. O=S(=O)(Nc1ccc(S(=O)(=O)N2CCCCCC2)cc1)c1cccs1
    16, -12
6. COc1ccc(S(=O)(=O)N(CC(=O)NCc2ccco2)c2ccccc2)cc1
    -9, -2
7. Cc1ccc(S(=O)(=O)Nc2cc(Cl)c(O)cc2C)cc1
    -6, 2
8. COC(=O)C1CCN(S(=O)(=O)c2cn(C)c(=O)n(C)c2=O)CC1
    0, 1
9. O=C(NCC1CCCO1)C1CCN(C(=O)c2ccc(Br)cc2)CC1 (configuration not stated)
    5, -14
10. COCCCNC(=O)COc1ccc(S(=O)(=O)Nc2ccccc2)cc1
    -6, -3
11. O=c1[nH]c2ccc(Cl)cc2c(-c2ccccc2)c1SC(=S)N1CCOCC1
    -8, 6
12. CC1CC(O)(Cc2ccccc2)C(C)CN1C (configuration not stated)
    1, 10
13. C/C(=N\S(=O)(=O)c1ccc(C)cc1)N1CCN(S(=O)(=O)c2ccccc2)C1C(C)C (configuration not stated)
    -6, 3
14. COCCn1c(C)cc(C2=NNC(=Nc3ccc(OC)cc3)SC2)c1C
    -15, 2
15. CSc1c(C#N)c(N)c(C#N)c2c1COC(C)(C)C2
    31, -12
16. CC(C)C(NC(=O)COc1ccccc1)C(=O)O (configuration not stated)
    12, -10
17. c1ccc(N2CCN(c3ccccc3)C2c2cccnc2)cc1
    0, 1
18. O=C(CSc1ccc2c(c1)OCCO2)Nc1ncc(Cl)cc1Cl
    3, -3
19. Clc1ccc2c(NCc3ccccn3)ncnc2c1
    -8, 3
20. N=C1C(c2nc3ccccc3[nH]2)=C(O)CN1c1ccc(CC(=O)O)cc1
    -7, 4

# The results go on.
# Every second line gives: FXIa inh, FXIIa inh
21. CCn1c(SCC(=O)N2c3ccccc3CC2C)nnc1-c1ccco1 (configuration not stated)
    -2, 5
22. CN(C)/C=C1\N=C(c2ccc(Cl)cc2Cl)OC1=O
    -10, -11
23. CC(=O)Nc1ccc(NS(=O)(=O)c2cccc3ccccc23)cc1
    7, 4
24. Cc1ccc(-c2nnn(CC(=O)NCC3CC3)n2)o1
    3, 8
25. COc1ccc(S(=O)(=O)N(C)CC(=O)Nc2ccccc2OC)cc1
    5, 4
26. COc1cccc(-c2ccc(C#N)c(OC(=O)c3ccc(Cl)cc3)n2)c1
    -4, -8
27. COc1ccc(-c2cn(-c3ccc(C)cc3)c(=O)n2CC(=O)Nc2ccc(OC)cc2OC)cc1
    -3, 27
28. CC1Cc2ccccc2N1C(=O)CSc1nnc2sc3ccccc3n12 (configuration not stated)
    6, -2
29. COCc1nnc(NC(=O)CCC2CCCCC2)s1
    1, 9
30. Cc1ccc2[nH]c3c(=O)n(Cc4ccncc4)cnc3c2c1
    11, 6
31. COc1ccc(C(=O)NC(=S)N2CCCCC2)cc1
    -8, 8
32. CSc1nnc(-c2ccccc2Cl)o1
    -1, 4
33. CCOC(=O)N1CCN(C(=O)COc2ccc(S(=O)(=O)NCC(C)C)cc2C)CC1
    27, -11
34. CCOc1ccccc1NC(=O)c1cc(Cl)ccc1NC(=O)c1ccco1
    2, -14
35. Cc1ccc2cc(CN(CCCO)S(=O)(=O)c3cccc4nsnc34)c(=O)[nH]c2c1
    -4, 6
36. Brc1ccc(-c2nnc3n2CCCCC3)cc1
    10, 5
37. CCOC(=O)c1ccc(NC(=O)NCCN2CCCCC2)cc1
    0, 6
38. Cc1cccc2c(=O)c(C(=O)NCCCN3CCOCC3)c[nH]c12
    -1, 2
39. CC(C)N1CC(O)=C(c2nc3ccccc3c(=O)[nH]2)C1=N
    16, -3
40. O=C1CC(C(=O)Nc2cccc3ccccc23)C2(CCCC2)O1 (configuration not stated)
    -2, 3

# Next part:
# Every second line gives: FXIa inh, FXIIa inh
41. COc1cc(NC(=O)CSc2ccc3c(c2)OCCO3)cc(OC)c1OC
    9, 6
42. O=C(Nc1ccccc1)NC1(C(=O)N2CCN(c3ncccn3)CC2)CCCCC1
    -4, 0
43. COc1ccc(CCNC(=O)c2cccnc2)cc1
    -3, 1
44. Cc1cccc(Nc2ccccc2C(=O)NCc2ccco2)c1C
    1, 4
45. CCOC(=O)c1cnc(SCc2ccc(C(C)(C)C)cc2)nc1N
    -2, -7
46. COc1ccc(Cn2nnnc2CN2CCc3ccccc3C2)cc1
    -1, 10
47. CC(C)(C)SCCNC(=O)c1ccc(Cl)c(S(=O)(=O)N2CCOCC2)c1
    0, -11
48. Cc1c(Cl)cccc1NC(=O)CC1NCCNC1=O (configuration not stated)
    -1, 8
49. Cc1cc(C)cc(NC(=O)CC2NCCNC2=O)c1 (configuration not stated)
    10, 3
50. NC(=O)c1ccsc1NC(=O)C1CCCN1S(=O)(=O)c1ccc(Cl)cc1 (configuration not stated)
    -7, 5
51. CC(=O)NCCCc1nc2ccccc2n1Cc1ccc(C)cc1
    -2, -5
52. COC(=O)c1cn[nH]c1NC(=S)Nc1ccc(Cl)c(Cl)c1
    -2, -2
53. Cc1cc(Cl)c(S(=O)(=O)N2CCCC2)cc1OCC(=O)NC1CCCCC1
    -5, 4
54. COCCCNS(=O)(=O)c1ccc(OC)c(Cl)c1Cl
    1, 8
55. Cc1ccc(OCc2nnc(SCc3ccc(C#N)cc3)n2-c2ccc(C)cc2)cc1
    -8, 10
56. CCOC(=O)c1c(C)[nH]c(C)c1C(=O)COC(=O)c1ccc(S(=O)(=O)N(CC)CC)cc1
    -9, -1
57. COc1ccccc1N1CCN(c2nnc(-c3ccc(F)cc3)c3ccccc23)CC1
    10, 4
58. COc1cc(/C=C/C(=O)N(C)c2ccccc2C(=O)O)cc(OC)c1OC
    1, 3
59. Cc1cccc(C2NC(=O)c3c(sc(C)c3C)N2)c1O (configuration not stated)
    2, 9
60. CC1(C)CC(=O)C2=C(C1)OC(N)=C(C#N)C21C(=O)N(Cc2ccccc2Cl)c2ccccc21 (configuration not stated)
    -8, 8

# The listing continues.
# Every second line gives: FXIa inh, FXIIa inh
61. Cc1cc(=O)oc(C)c1C(=O)NCCc1ccc(F)cc1
    1, 7
62. CCN(CC)S(=O)(=O)c1ccc2[nH]cc(C(=O)NCCCN3CCCCC3C)c(=O)c2c1 (configuration not stated)
    -11, 4
63. C=C1C2(C(=O)NCc3ccco3)CCC(C2)C1(C)C (configuration not stated)
    -2, 5
64. Cc1ccc(S(=O)(=O)N2CCN(C(=O)CCC(=O)N3CCc4ccccc43)CC2)cc1
    2, 6
65. Cc1ccc(CN2C(=O)CCC2C(=O)NCc2ccco2)cc1 (configuration not stated)
    -7, 6
66. O=C1Nc2cc(Cl)c(Cl)cc2N(O)N1c1cccc(Cl)c1
    -5, 7
67. COc1cccc(-c2ccc(C#N)c(OC(=O)c3c(Cl)cccc3Cl)n2)c1
    0, 0
68. Nc1ccccc1NC(=O)c1ccccc1N
    1, 5
69. Cc1cc2c(n1-c1ccc(Br)cc1)CC(C)(C)CC2=O
    0, 10
70. O=C(Nc1ccccn1)NC12CC3CC(CC(C3)C1)C2
    -2, -4
71. C1CSC2(N1)C1CC3CC2CC(C1)C31NCCS1 (configuration not stated)
    -1, 3
72. COc1cc(C2=NOC(C(=O)NCc3ccccn3)C2)cc(OC)c1OC (configuration not stated)
    8, 6
73. CCc1ccc(-c2cc(C(=O)Nn3cnnc3)c3ccccc3n2)cc1
    -4, 7
74. O=C(Nc1ccccc1Cl)c1ccccc1Cl
    7, 17
75. O=C(NC1CCCCC1)c1ccc(CN2CCOCC2)cc1
    16, -9
76. O=C(Nc1cccc(F)c1)NC1CCCCC1
    -8, 4
77. CC(=O)N=c1ncn(CC(COC(C)=O)OC(C)=O)c2nc[nH]c12 (configuration not stated)
    -7, 2
78. C=CCc1cccc2cc(C(=O)O)c(=O)oc12
    2, 10
79. CCOC(=O)N1CCN(C(=O)CSCC(=O)Nc2nc(-c3cccs3)cs2)CC1
    -2, 2
80. CCCCN1C(=O)NC(NS(=O)(=O)c2ccc(N)cc2)(C(F)(F)F)C1=O (configuration not stated)
    20, -14

# Arranged by the number under FXIa inh (largest number first): some entries from above.
# Every second line gives: FXIa inh, FXIIa inh
74. O=C(Nc1ccccc1Cl)c1ccccc1Cl
    7, 17
64. Cc1ccc(S(=O)(=O)N2CCN(C(=O)CCC(=O)N3CCc4ccccc43)CC2)cc1
    2, 6
68. Nc1ccccc1NC(=O)c1ccccc1N
    1, 5
71. C1CSC2(N1)C1CC3CC2CC(C1)C31NCCS1 (configuration not stated)
    -1, 3
70. O=C(Nc1ccccn1)NC12CC3CC(CC(C3)C1)C2
    -2, -4
65. Cc1ccc(CN2C(=O)CCC2C(=O)NCc2ccco2)cc1 (configuration not stated)
    -7, 6

# The results go on:
# Every second line gives: FXIa inh, FXIIa inh
81. CCC(C)NS(=O)(=O)c1ccc(S(=O)(=O)N2CCCC3(CCCCC3)C2)cc1 (configuration not stated)
    -4, -1
82. CCCN(Cc1ccc(N(CC)CC)cc1)CC1CC1
    -4, 3
83. COc1ccc(CCNC(=O)CSc2nc3ccccc3o2)cc1OC
    16, -16
84. CC(C)Cc1nc(C(N)=O)c2[nH]c(=O)n(-c3ccc(F)cc3)c2n1
    13, 5
85. COc1cccc(NCc2cc3c(C(C)(C)C)nn(-c4ccccc4)c3[nH]c2=O)c1
    -4, -3
86. O=c1c(F)cn(C2CCCO2)c(=O)n1Cc1c(Cl)cccc1Cl (configuration not stated)
    -3, 6
87. COc1ccc(NC(=O)c2ccc(N(C)S(C)(=O)=O)cc2)cc1OC
    3, 3
88. CC(=O)NCCc1ccc(S(=O)(=O)N2CCOCC2)cc1
    1, 6
89. Cc1cc(Cl)ccc1NC(=O)Nc1c(C)n(-c2ccccc2)c(=O)n1C
    12, 5
90. COc1ccc(OC)c(C2/C(=C(\O)c3ccc(OC)c(Cl)c3)C(=O)C(=O)N2CCN(C)C)c1 (configuration not stated)
    6, 10
91. CCNS(=O)(=O)c1ccc(Br)c(OC)c1
    -5, 5
92. CC1(C)CC(=O)C2=C(C1)N(c1ccccc1C#N)C(N)=C(C#N)C2c1cccs1 (configuration not stated)
    14, 8
93. Cn1c(=O)c2cc(S(=O)(=O)N3CCOCC3)ccc2n(C)c1=O
    0, 5
94. CCOC(=O)N1CCC(N2CCN(c3cc(C)ccc3C)CC2)CC1
    9, 5
95. O=C(Nc1ccccc1)N1CCN(c2cccc(C(F)(F)F)c2)CC1
    -1, 2
96. CCN(C(=O)c1c(C)cc(=O)oc1C)c1ccc2c(c1)OCO2
    -4, 8
97. c1ccc2c(CNn3cnnc3)cccc2c1
    4, 7
98. Cc1csc(N(C(=O)c2ccc(S(=O)(=O)N(C)C)cc2)c2ccccc2)n1
    27, -13
99. CCN1CCN(C(=O)Nc2cccc3ccccc23)CC1
    4, 1
100. CCOc1cc(-c2nc(-c3ccc(C)nc3OCC)no2)cc(OCC)c1OCC
    10, 6

# Continuation:
# Every second line gives: FXIa inh, FXIIa inh
101. Cc1ccc(NC(=S)NNC(=S)NCc2ccccc2)cc1
    0, 10
102. O=C(O)CCCN=C1CCCc2ccccc2N1
    -7, 4
103. COc1cccc(/C=N/n2c(=S)n(C)c3cc(C)c(C)cc32)c1OC
    4, 5
104. Cc1cc(Nc2cccc(F)c2)nc(-c2ccccc2O)n1
    1, 4
105. CC(=O)C1=C(C)NC(=O)NC1c1cc(Br)ccc1OCC#N (configuration not stated)
    4, 6
106. CC(C)(C)C(=O)Nc1ccc(C(=O)OC2CCCCC2)cc1
    2, 10
107. CCOCCN(C(=O)COC)c1cccc(OC)c1
    -2, -11
108. CC1(C)CC(=O)c2cnc(N)nc2C1
    -10, -9
109. CC(=O)Nc1ccc(NC(=O)CSc2nnc(-c3ccccc3)n2Cc2ccc3c(c2)OCO3)cc1
    -4, 0
110. O=C(ONc1ccc(N=NC(=O)c2ccccc2O)cc1)c1ccccc1
    35, 22
111. N#Cc1nc(COc2ccccc2)oc1N1CCCCCC1
    1, 4
112. Cc1cccc(OCCCC(=O)Nc2ccc(S(=O)(=O)N3CCCC3)cc2)c1
    -3, 3
113. CCC(C(=O)OCCN(CC)CC)c1ccccc1 (configuration not stated)
    9, 5
114. O=C(N/N=C1\CCCc2ccccc21)c1ccc([N+](=O)[O-])cc1Cl
    6, 6
115. COc1cc(O)c(C(C)=O)cc1OC
    -4, 4
116. COC(=O)c1c(-n2cnnn2)sc(C)c1C
    -6, 3
117. COc1ccc(C2(CNC(=O)c3ccc(Br)o3)CCOCC2)cc1
    4, 3
118. O=C(O)COc1ccc(NC(=O)c2cccs2)cc1
    5, 6
119. CC(=O)N1CCc2cc(S(=O)(=O)CCC(=O)Nc3cccc(F)c3)ccc21
    5, 1
120. COc1ccccc1C(=O)Nc1ccc(N2CCCCC2)cc1
    14, -11

# Nothing new here: an excerpt of the list.
# Every second line gives: FXIa inh, FXIIa inh
101. Cc1ccc(NC(=S)NNC(=S)NCc2ccccc2)cc1
    0, 10
102. O=C(O)CCCN=C1CCCc2ccccc2N1
    -7, 4

# Further results
# Every second line gives: FXIa inh, FXIIa inh
121. COc1ccccc1NC(=O)CCCC(=O)OCC(F)(F)C(F)F
    -1, 5
122. CCOC(=O)CSc1nc(-c2ccccc2)nc2c1oc1ccccc12
    5, 6
123. COc1ccc(S(=O)(=O)N2CCCC(C(=O)NCc3ccccn3)C2)cc1Cl (configuration not stated)
    -7, 4
124. COC(=O)c1ccc(-c2ccco2)n1Cc1cccc(C)c1
    -7, -3
